Wnt act = Wnt/beta-catenin pathway activators, primary screen, cell-based, plate reader, single point; Wnt/beta-catenin reporter cell assay, activator; activation, % at 9.35 µM; hit rate 1.2% among 300,000; in the data active means activation above about 30%, passing the limit was not always enough;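 further: 0% = neutral control wells and 100% = positive control wells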
An asterisk follows results filed as active. An excerpt; rates above refer to the full screens.

SMILES | Wnt act
CCCC(=O)N1CCC1(C)C(=O)NCc1ccccc1SC (centres undefined) | -4.0
C=C(C)Cn1c2ccc(NC(=O)NCCc3ccccc3)cc2c(=O)n1C | 1.8
C[C@H]1CN([C@@H](C)CO)S(=O)(=O)c2ccc(Br)cc2O[C@@H]1CN(C)Cc1cccc(F)c1 | -1.7
Nc1ncnc2c1ccn2[C@H]1CN(Cc2ccc3c(c2)OCO3)C[C@@H](CO)O1 | -2.7
CC(C)c1ccc[n+](-c2nc([O-])sc2C=O)c1 | 0.0
CCCCCC(=O)N1C[C@H](O)[C@@H](n2cc(C3CC3)nn2)C[C@@H]1c1ccc(C)cc1 | -0.9
COc1ccccc1-c1csc(C(O)(c2ccccc2)C(F)(F)F)n1 (centres undefined) | -0.7
O=C1c2cccc(Cl)c2C(=O)N1c1ccccn1 | 1.0
CC1(C(=O)N2Cc3ccccc3C2)CCN1C(=O)Cc1ccccc1 (centres undefined) | 0.0
CCc1nc2ccc(C(=O)NCCOc3ccc(OC)cc3)cn2c1N(CC)CCN(C)C | -1.5
CC(C)n1nnnc1C1c2ccccc2C(=O)N1C1CC1 (centres undefined) | -1.8
O=C(NC1CCCCC1)c1nc(C2CCNCC2)oc1-c1ccccc1 | -1.1
C/C=C/c1cccc(-c2nc(C(=O)NC3CCC3)cc3c2[C@@H](CCO)N(S(=O)C(C)(C)C)C3)c1 (some centres undefined) | -1.3
COc1cccc(CN2CCC(C(=O)NC(C)c3cccc4ccccc34)CC2)c1 (centres undefined) | -4.2
CC(C)CN1CCC(C(=O)NC(c2ccc(F)cc2)c2ccc3ccccc3n2)CC1 (centres undefined) | -2.5
CCCC#Cc1cnc2c(c1)C(=O)N([C@H](C)CO)C[C@@H](C)[C@@H](CN(C)C(=O)Nc1cccc(F)c1)O2 | -1.5
Cc1cn([C@H]2C[C@H](O)[C@@H](CNC(=O)[C@H](N)C3CC3)O2)c(=O)[nH]c1=O | -1.5
CC(C)CC(N)c1csc(Nc2ccc(C(=O)NCCCO)cn2)n1 (centres undefined) | -0.4
COC(=O)Cc1ccc(OC2(C)CCN(Cc3ccccc3OC(F)F)C2)cc1 (centres undefined) | -0.4
CC(=O)Nc1ccc(-c2ccnc3c2CC(C(=O)NCC2CCOCC2)O3)cc1 (centres undefined) | -2.7
CCOC(=O)CN1CCC(C2(c3cc4ccccc4[nH]3)OCCO2)CC1 | -1.3
COc1cccc(-c2cnc3c(NC(C)=O)cc(-c4ccc(S(C)(=O)=O)cc4)cn23)c1 | -1.0
O=C(CC[C@H]1O[C@@H](n2cnc3c(NC(=O)c4ccccc4)ncnc32)[C@H](O)[C@@H]1O)NCc1ccc2c(c1)OCO2 | -1.6
CC(=O)c1ccc2c(c1)OCCOCCOCCOCCOCCO2 | 3.3
C=CCN1C(c2cccc(C(F)(F)F)c2)=CS/C1=C(\C#N)c1nnc(N2CCOCC2)n1-c1ccccc1 | -1.4
Next part:
SMILES | Wnt act
Cn1c(=O)c2cc(NC(=O)CCc3ccccc3)ccc2n1Cc1cccc(C(F)(F)F)c1 | -3.2
CC(C)NC(=O)Cn1nnc(-c2ccccc2)c1COc1ccc2ccccc2c1 | -0.7
CC1(Oc2cnc(Cl)c3ccccc23)CCN(Cc2ccc(OC(F)(F)F)cc2)C1 (centres undefined) | 0.0
CC(=O)Nc1cc(-c2ccc(N)cc2)cn2c(-c3cccc(C(F)(F)F)c3)cnc12 | -5.1
CCOC(=O)N1CCN(C(=O)C[C@@H]2C[C@@]3(C(=O)OCC)CCCC=C3N(CCC3=CCCCC3)C2=O)CC1 | -1.7
FC(F)(F)c1ccccc1CN1CCCc2nc(-c3ccc(Br)cc3)ccc21 | 3.8
COc1ccc(CNC(=O)C2(C)Cc3c(-c4cccc(NC(C)=O)c4)ccnc3O2)cc1OC (centres undefined) | 0.2
COc1cc(-c2cc(NC=O)c3ncc(-c4ccccc4)n3c2)cc(OC)c1OC | -2.9
CC(C)(C(=O)N1CCC1(C)C(=O)NS(=O)(=O)c1cccc(F)c1)c1ccccc1 (centres undefined) | -2.2
COc1cccc(CNc2nc3cc(C(C)=C(C)C)sc3c(=O)n2C)c1 | -0.4
CCc1nc2c(OCCc3cccc(OC)c3)cccn2c1N(C)C(=O)c1cccs1 | -1.8
Cc1ccc(S(=O)(=O)NC(=O)C2(C)CCN2C(=O)C2CC2)cc1 (centres undefined) | -0.9
O=C(NCc1ccc(F)cc1)c1cc(-c2ccccn2)nc2ccc(S(=O)(=O)N3CCOCC3)cc12 | -1.8
Cc1cccc(C(=O)N2CCC(=O)N([C@H](COCc3cccc(C(F)(F)F)c3)Cc3ccccc3)CC2)c1 | -2.2
O=C1Nc2ccccc2-n2nnnc2C1N1CCN(C(=O)c2ccco2)CC1 (centres undefined) | -1.3
O=C(NC1CCC1)C1CCC(=O)N(Cc2ccc(Cl)cc2)C1 (centres undefined) | 4.8
Cc1nn(CC(=O)NNC(=O)c2ccccc2F)c([N+](=O)[O-])c1Br | 2.0
Cn1c(=O)c2cc(NC(=O)NCc3ccc(Cl)cc3Cl)ccc2n1Cc1ccccc1 | -2.5
CC(C)C[C@@H]1COc2cc(N3CCOCC3)ccc2S(=O)(=O)N1 | 1.3
CC(=O)c1cccc(-c2ccnc3c2CC(C(=O)NCc2ccco2)O3)c1 (centres undefined) | -1.9
CCN1CCN(Cc2ccc(NC(=O)c3cccc(-c4ccc5nc(NC(=O)C6CC6)sc5n4)c3)cc2C(F)(F)F)CC1 | -2.5
COc1cc(NC(=O)CNC(=O)Cn2cnc3sc(C)c(C)c3c2=O)cc(OC)c1OC | -2.4
CCOC1=C2[C@H]([C@H]3C(=O)N(c4ccccc4)C(=O)[C@H]3C1)[C@@H](c1ccccc1)N(S(=O)(=O)c1ccc(C)cc1)[C@H]2c1ccccc1 | -1.9
CC(=O)N(C)C[C@H]1Oc2cc(Br)ccc2S(=O)(=O)N([C@H](C)CO)C[C@@H]1C | -0.9
COc1cccc(Nc2nc(C(C)N)cs2)n1 (centres undefined) | -1.5

7 of these compounds in a different format:
structure,Wnt act
COc1cc(-c2cc(NC=O)c3ncc(-c4ccccc4)n3c2)cc(OC)c1OC,-2.9
CC(C)(C(=O)N1CCC1(C)C(=O)NS(=O)(=O)c1cccc(F)c1)c1ccccc1 (centres undefined),-2.2
COc1cccc(CNc2nc3cc(C(C)=C(C)C)sc3c(=O)n2C)c1,-0.4
CCc1nc2c(OCCc3cccc(OC)c3)cccn2c1N(C)C(=O)c1cccs1,-1.8
Cc1ccc(S(=O)(=O)NC(=O)C2(C)CCN2C(=O)C2CC2)cc1 (centres undefined),-0.9
O=C(NCc1ccc(F)cc1)c1cc(-c2ccccn2)nc2ccc(S(=O)(=O)N3CCOCC3)cc12,-1.8
Cc1cccc(C(=O)N2CCC(=O)N([C@H](COCc3cccc(C(F)(F)F)c3)Cc3ccccc3)CC2)c1,-2.2

More compounds follow.
SMILES | Wnt act
O=C(CCCc1ccccc1)NCCS(=O)(=O)N1CCN(c2ccccc2)CC1 | -2.0
CC(C)C[C@@H](CN1CCC[C@H]1CN1C(=O)C(=O)NC[C@@H]1Cc1ccc(O)cc1)N1C[C@H](Cc2ccc(O)cc2)N(CC2CCCCC2)C(=O)C1=O | -4.4
CNC(C)C(=O)NC(C(=O)NC(C)C(=O)NNc1ccccc1)C(C)C (centres undefined) | -0.2
C[C@@H]1CN([C@H](C)CO)C(=O)CCCn2cc(nn2)CO[C@H]1CN(C)C(=O)CCC(F)(F)F | -1.8
COc1ccc(NC(=O)C2(C)CCN2C(=O)c2ccccc2CCc2ccccc2)cc1OC (centres undefined) | -0.1
O=C(OCc1cn([C@@H]2C[C@H](c3ccccc3)N(C(=O)c3cccs3)C[C@H]2O)nn1)c1ccccc1 | -1.5
C[C@H](CO)N1C[C@H](C)[C@H](CN(C)C(=O)C2CCCCC2)OCc2cnnn2CCCC1=O | -1.4
Cc1cccc(C(O)c2ncc(-c3ccc(C(F)(F)F)cc3)[nH]2)c1C (centres undefined) | -1.1
CSc1ccc(CNC(=O)C2CCC(=O)N(CCc3ccc(Cl)cc3)C2)cc1 (centres undefined) | -0.5
CCCCC1=NN(C(=O)c2cccnc2)C(O)(C(F)(F)F)C1 (centres undefined) | -1.4
CC(C)C[C@H]1COc2c(Cl)cccc2S(=O)(=O)N1Cc1cccc(Cl)c1 | -8.4
CC(C)C1C(=O)N(Cc2cn(Cc3ccco3)nn2)CCS(=O)(=O)N1Cc1ccc(-c2ccc(Cl)c(Cl)c2)cc1 (centres undefined) | -4.2
COc1ccccc1S(=O)(=O)N(C)C[C@H]1Oc2cc(Br)ccc2S(=O)(=O)N([C@H](C)CO)C[C@H]1C | -0.5
O=C(c1cc2c(c(-c3cccc(-c4ccncc4)c3)n1)[C@H](CCO)N(C(=O)c1ccc3c(c1)OCO3)C2)N1CCOCC1 | -0.4
CCOC(=O)C1=CCN(S(=O)(=O)c2ccccc2Br)C1c1cccc(C)c1 (centres undefined) | -1.9
CN1C(=O)C2CC(O)C(SC3CC4C(=O)N(C)C(=O)C4CC3O)CC2C1=O (centres undefined) | -1.2
O=C(CCCCCCCCN1C(=O)c2ccccc2C1=O)N1CCOCC1 | -0.9
CN(C)CCNC(=O)c1[nH]c(C(F)(F)F)nc1-c1ccccc1 | -1.3
Cc1c(C(=O)NCc2ccccc2C(F)(F)F)sc(=O)n1Cc1ccc(Cl)c(Cl)c1 | -3.6
CCCCc1ccc(S(=O)(=O)NC(=O)C2(C)CCN2C(=O)c2c(C)noc2C)cc1 (centres undefined) | -2.4
O=C(NCC1CCN(C(=O)C(=O)c2cccs2)CC1)c1ccncc1 | -3.6
Cc1ccc(Cc2c(-c3cccc(Br)c3)nc3c(C)cc(Br)cn23)cc1 | -6.5
COc1ccc(CN2CCC2(C)C(=O)NCc2ccc3c(c2)OCO3)c2ccccc12 (centres undefined) | -2.6
Cc1ccccc1S(=O)(=O)NC(=O)C1(C)CCN1C(=O)c1cccc(F)c1 (centres undefined) | -0.6
COC(=O)[C@]12C[C@H](CC(=O)NCc3cccs3)C(=O)N(Cc3ccccc3)C1=C[C@H](C1CCCC1)O[C@@H]2C | -1.3

3 compounds from above, sorted by their value in Wnt act, descending:
SMILES,Wnt act
COc1ccc(NC(=O)C2(C)CCN2C(=O)c2ccccc2CCc2ccccc2)cc1OC (centres undefined),-0.1
CN1C(=O)C2CC(O)C(SC3CC4C(=O)N(C)C(=O)C4CC3O)CC2C1=O (centres undefined),-1.2
C[C@H](CO)N1C[C@H](C)[C@H](CN(C)C(=O)C2CCCCC2)OCc2cnnn2CCCC1=O,-1.4

In the list so far, 7 contain bromine.
SMILES | Wnt act
C[C@H]1CN([C@@H](C)CO)S(=O)(=O)c2ccc(Br)cc2O[C@@H]1CN(C)Cc1cccc(F)c1 | -1.7
FC(F)(F)c1ccccc1CN1CCCc2nc(-c3ccc(Br)cc3)ccc21 | 3.8
Cc1nn(CC(=O)NNC(=O)c2ccccc2F)c([N+](=O)[O-])c1Br | 2.0
CC(=O)N(C)C[C@H]1Oc2cc(Br)ccc2S(=O)(=O)N([C@H](C)CO)C[C@@H]1C | -0.9
COc1ccccc1S(=O)(=O)N(C)C[C@H]1Oc2cc(Br)ccc2S(=O)(=O)N([C@H](C)CO)C[C@H]1C | -0.5
CCOC(=O)C1=CCN(S(=O)(=O)c2ccccc2Br)C1c1cccc(C)c1 (centres undefined) | -1.9
Cc1ccc(Cc2c(-c3cccc(Br)c3)nc3c(C)cc(Br)cn23)cc1 | -6.5

The results go on.
SMILES | Wnt act
Cc1cc(C)nc(Nc2nc(C(N)Cc3ccc(C(F)(F)F)cc3)cs2)n1 (centres undefined) | -16.9
COC(=O)c1ccc(CNC(=O)c2ccccc2C(=O)NCC2(CBr)OCCO2)cc1 | 1.7
COc1ccc(C(=O)C(=O)N2CCN(c3ccc(C)cc3)CC2)cc1OC | 0.2
CCOC(=O)[C@]12CCCC=C1N(Cc1ccco1)C(=O)[C@H](CC(=O)NCc1ccccc1)C2 | -2.5
COc1ccccc1Cc1c(-c2ccc(OC)c(OC)c2)nc2c(Cl)cc(C(F)(F)F)cn12 | -2.7
CCc1cc2c(nc1CC)CCCN2C | 2.2
O=C(N/N=C/c1ccccn1)c1cc(-c2ccccc2)nc2ccccc12 | -0.4
COC(=O)c1ccc2nc(-c3ccccc3)c(Cc3cccc(F)c3)n2c1 | 8.6
CCOC(=O)NC(N(O)c1cccc(Cl)c1)C(Cl)(Cl)Cl (centres undefined) | 3.8
Cc1cccc(C)c1NC(=O)C(c1ccc(C(F)(F)F)cc1)n1c(=O)c(-c2ccco2)nc2ccccc21 (centres undefined) | -2.8
CCN(CC)S(=O)(=O)c1ccc(C(=O)NC(=S)N2CCCCC2C)cc1 (centres undefined) | 0.9
C[C@H](CO)N1C[C@H](C)[C@@H](CN(C)C(=O)Nc2cccc(C(F)(F)F)c2)OCc2cn(nn2)CCCC1=O | -4.4
O=C(CCN1C(=O)NC2(CCCC2)C1=O)Nc1ccc(Sc2ccc(Br)cc2)cc1 | -2.0
Cc1ccc(NC(=O)COC(=O)CN2CCSC2=O)cc1Cl | -0.7
CCc1ccc(C(O)c2ncc(-c3cccc(C)c3)[nH]2)cc1 (centres undefined) | 5.9
CCOC(=O)N1CCN(C(=O)C[C@@H]2C[C@@]3(C(=O)OC)CCCCC=C3N(CCC3=CCCCC3)C2=O)CC1 | -3.8
COCCNC(=S)N(C)[C@H]1C[C@H]2c3[nH]c4c(-c5ccccc5)cccc4c3CCN2C[C@H]1[C@H](C)O | -2.6
Cc1ccc(-c2nc3c(Cl)cc(C(F)(F)F)cn3c2Cc2cccc(Cl)c2)cc1 | -3.1
CCCNC(=O)C1(C)CCCN(Cc2cc(-c3ccccc3)nn2C)C1 (centres undefined) | -0.5
CCC(C(=O)NC(C)(C)C)n1c(-c2cccc(NC(C)=O)c2)nc2ccccc21 (centres undefined) | -2.6
C[C@@H]1CN([C@@H](C)CO)C(=O)CCCn2cc(nn2)CO[C@H]1CN(C)S(=O)(=O)c1ccc2ccccc2c1 | -1.4
COc1ccccc1NC(=O)N(C)C[C@H]1OCc2cnnn2CCCC(=O)N([C@@H](C)CO)C[C@H]1C | -1.5
COc1cccc(/C=N/NC(=O)c2[nH]nc3c2CCc2ccccc2-3)c1 | -2.5
CCOC(=O)C1(C)CCCN(C(=O)c2snnc2C)C1 (centres undefined) | -0.7
CCCOc1ccc(N2C(=O)CC(N(Cc3ccccc3)N=O)C2=O)cc1 (centres undefined) | -0.4
Cc1cc(C(=O)N2CCCC2(C)C(=O)O)c(C)o1 (centres undefined) | -3.3
COc1cccc(S(=O)(=O)Nc2ccc3c(c2)[C@H]2C[C@H](CC(=O)N[C@@H](C)c4ccccc4)O[C@H](CO)[C@H]2O3)c1 | -3.8

Compound activity from PubChem BioAssay.
